TEAD-YAP inh: TEAD-YAP interaction inhibition; HEK-TIYL cells, TEAD-Gal4/YAP UAS-luciferase luminescence; inhibition, % at 9.12 µM; actives 1.4% (n = 640,000); AID 1259422; in the data active means inhibition above about 32%;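 further: 0% = median of test compound wells and 100% = reference inhibitor wells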
FBW7 activator: human FBW7 E3 ligase activation, primary screen | Q969H0 | AlphaScreen FBW7–phospho-cyclin E peptide binding, activator screen | normalized activity (activation), % at 26.1 µM | actives 0.13% (n = 650,000) | AID 1259310; in the data active means normalized activity above about 1.9%;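 further: purified mutant Fbw7 with reduced substrate affinity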
Target sequence (Q969H0 whole entry, looked up): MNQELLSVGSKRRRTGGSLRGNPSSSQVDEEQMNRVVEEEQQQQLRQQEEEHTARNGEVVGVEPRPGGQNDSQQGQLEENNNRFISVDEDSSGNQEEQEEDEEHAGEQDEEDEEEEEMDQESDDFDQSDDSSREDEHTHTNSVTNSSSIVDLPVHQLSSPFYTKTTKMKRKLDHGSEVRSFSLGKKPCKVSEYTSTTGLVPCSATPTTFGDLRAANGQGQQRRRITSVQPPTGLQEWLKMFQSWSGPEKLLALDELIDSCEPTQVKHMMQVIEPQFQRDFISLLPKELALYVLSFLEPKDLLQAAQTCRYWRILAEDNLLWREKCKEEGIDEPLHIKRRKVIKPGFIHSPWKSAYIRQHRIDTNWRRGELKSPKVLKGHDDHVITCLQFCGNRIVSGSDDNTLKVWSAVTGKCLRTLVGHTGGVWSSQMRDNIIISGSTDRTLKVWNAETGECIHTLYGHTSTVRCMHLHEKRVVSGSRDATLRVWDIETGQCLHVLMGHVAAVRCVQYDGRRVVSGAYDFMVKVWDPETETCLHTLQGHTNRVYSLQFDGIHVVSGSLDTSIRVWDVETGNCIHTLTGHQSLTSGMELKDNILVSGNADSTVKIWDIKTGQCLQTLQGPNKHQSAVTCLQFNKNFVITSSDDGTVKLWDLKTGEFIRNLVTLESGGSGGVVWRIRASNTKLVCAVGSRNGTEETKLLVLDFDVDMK
GPR151 ag: activators of human GPR151. actives 1% (n = 650,000). PathHunter beta-arrestin GPR151 cells, luminescence. Q8TDV0. activation, % at 11.2 µM; in the data active means activation above about 4.9%;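 further: 0% = median of compound wells and 100% = cells with positive control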
Target sequence (Q8TDV0 whole entry, looked up): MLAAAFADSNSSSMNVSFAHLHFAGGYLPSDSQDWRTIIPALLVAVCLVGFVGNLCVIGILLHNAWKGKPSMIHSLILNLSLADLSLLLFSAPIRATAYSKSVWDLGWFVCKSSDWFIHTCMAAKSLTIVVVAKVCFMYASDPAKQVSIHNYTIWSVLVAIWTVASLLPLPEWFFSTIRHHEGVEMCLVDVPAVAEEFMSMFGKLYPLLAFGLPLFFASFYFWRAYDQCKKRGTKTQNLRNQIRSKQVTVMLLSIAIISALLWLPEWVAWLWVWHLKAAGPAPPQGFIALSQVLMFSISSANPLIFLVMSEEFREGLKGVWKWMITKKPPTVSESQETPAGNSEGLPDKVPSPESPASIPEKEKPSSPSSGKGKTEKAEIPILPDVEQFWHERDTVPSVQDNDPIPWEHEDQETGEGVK
MITF inh: blocks human microphthalmia-associated transcription factor; O75030; AlphaScreen MITF homodimerization, bead proximity signal; inhibition, % at 2.6 µM; actives 0.91% (n = 650,000); in the data active means inhibition above about 50%;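 further: 0% = vehicle wells with protein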
Starred values were filed as active, the others as inactive; nt = no result given; & = joins results of further samples. An unsorted share of the library; about 3.4% have a hit in one of these screens.

Values in the order: GPR151 ag | TEAD-YAP inh | MITF inh | FBW7 activator
- O=C(CC1(c2ccccc2)CC(=O)N(Cc2ccncc2)C1=O)N1CCCCCCC1 (configuration not stated)
→ -0.1 | -9 | 0 | 0.1
- COc1cccc(C2C(C#N)=C(N)Oc3c2c(O)cc2oc(=O)cc(C)c32)c1OC (configuration not stated)
→ 0.6 | 19 | -3 | -0.2
- O=C(CSc1cccc2cccnc12)N/N=C/c1cc(O)cc(O)c1
→ 1.3 | 1 | 6 | -0.2
- Cc1ccccc1C(=O)N1CCN(c2ccc([N+](=O)[O-])c(NCc3ccco3)c2)CC1
→ 2.0 | 3 | 4 | 0.0
- CC(C)(C)NS(=O)(=O)c1ccc2nc(-c3ccccc3)[nH]c2c1
→ 1.1 | -5 | 3 | 0.4
- O=c1ccc2ccc(Oc3ccc(S(=O)(=O)N4CCCC4)cc3[N+](=O)[O-])cc2o1
→ 3.0 | -4 | 7 | 0.0
- O=C1NC(=O)N(c2ccc(O)cc2)C(=O)/C1=C/c1ccccc1
→ -1.2 | -11 | 4 | -0.1
- Cn1c(Nc2cc(NCCCN3CCCC3=O)nc(N)n2)nc2ccccc21
→ -0.3 | -8 | 14 | -0.1
- O=C1NC2(CCN(C(=O)CC3c4ccccc4Oc4ccccc43)CC2)Nc2ccccc21
→ -0.9 | -4 | 8 | 0.0
- CC(C)(C)Nc1nc2c(s1)CCCC2
→ 0.0 | -3 | 8 | 0.8
- CCC(C(=O)Nc1ccccc1C)n1c2ccccc2c2nc(=O)cc(C)n21 (configuration not stated)
→ 0.3 | 10 | 16 | 0.0
- O=C(NCc1ccco1)c1ccc(Cl)c(NC2=NC3CS(=O)(=O)CC3S2)c1 (configuration not stated)
→ 0.1 | -14 | 2 | 1.2
- COc1cc(CN2CCNC(=O)C2CC(=O)N2CCCCO2)cc(OC)c1 (configuration not stated)
→ -0.1 | 4 | 5 | 0.2
- O=S(=O)(NCCc1csc2nc(-c3ccc(F)cc3)nn12)c1ccc(F)cc1F
→ -1.5 | 2 | 0 | 0.1
- CC(C(=O)NCc1ccccc1Cl)n1c2ccccc2c2cn[nH]c(=O)c21 (configuration not stated)
→ -1.4 | -18 | 7 | 0.2
- Cc1nn(C)c(C)c1-c1cccc(C(=O)NCCO)n1
→ 0.5 | 9 | 0 | -0.2
- O=C(Cn1ccnc1)NC1(c2ccc(F)cc2)CCCC1
→ -0.1 | -8 | 1 | 0.0
- O=C1c2ccccc2C(=O)C1(Cc1cccc(Br)c1)c1ccc(Cl)cc1
→ -1.0 | -1 | 14 | -0.1
- O=C(O)C(NS(=O)(=O)c1ccc(Br)cc1)C(O)c1ccccc1 (configuration not stated)
→ -0.6 | -2 | -3 | 0.1
- CC(=O)c1c(C)nn2c3ccccc3n(CC(=O)O)c12
→ 0.6 | -6 | 2 | -0.2
- CC(C)n1c(-c2ccco2)csc1=Nc1cccnc1
→ -0.4 | -11 | 18 | -0.2
- Cc1csc(CNC2CCN(c3ccc(C(=O)N(C)C)cc3)CC2)n1
→ 1.0 | 0 | -15 | -0.2
- COC(=O)C1=C(C)NC2=C(C(=O)CCC2)C1c1ccccc1 (configuration not stated)
→ -0.4&-0.1 | 6&7 | 6&0 | 0.0&-0.1
- COc1ccc(/C=C/CN2CCc3nnc(CNC(=O)c4cccc(F)c4)n3CC2)cc1
→ -0.8 | 10 | 6 | -0.1
- COc1cc(OC)cc(C(=O)Nc2ccc(NC(C)=O)cc2)c1
→ -3.2 | 5 | 2 | 0.0
- COc1ccc(C)cc1NC(=O)CCCCCN1C(=O)CCC1=O
→ -0.1 | 4 | 2 | -0.1
- CCc1cc(C(=O)Cc2cscn2)c(O)cc1OCC1OC(CO)C(O)C(O)C1O (configuration not stated)
→ 1.3 | 0 | 1 | -0.2
- CCCCN(C)CCCN(Cc1cccs1)C(=S)Nc1cc(C)ccc1C
→ -1.3 | 2 | 13 | 0.5
- O=C(CN1CCN(c2ccc(F)cc2)CC1)Nc1ccc2c(c1)OCO2
→ 0.4 | -3 | 1 | 0.1
- CC(=O)c1cc2c(cc1NS(=O)(=O)c1ccc3c(c1)OCCO3)OCO2
→ -0.2 | 2 | 7 | 0.0
- CCOC(=O)c1ccc(N2CCN(Cc3ccc(C(F)(F)F)cc3)C2=O)cc1
→ 1.3 | -16 | -12 | 0.0
- CCOC(=O)c1nnn(-c2nonc2N)c1CN1CCOCC1
→ -0.5 | 3 | 6 | -0.2
- Cc1onc(-c2ccccc2Cl)c1C(=O)N1CCC(Cc2ccccc2)CC1
→ 3.1 | 12 | 8 | 0.0
- CC(C)CCN1CCN(Cc2ccc(C#CC(C)(C)O)s2)CC1CCO (configuration not stated)
→ 1.0 | 8 | -5 | 0.3
- CC(=O)c1cccc(-c2nccc(NCCOc3ccccc3)n2)c1
→ -0.6 | -23 | 8 | 0.1
- COc1cc(OC)cc(C(=O)NCc2cccnc2)c1
→ 0.2 | -6 | -6 | -0.2
- Cc1noc(C)c1NC(=O)Nc1cccc(S(N)(=O)=O)c1
→ 1.0 | 9 | 9 | 0.1
- Cc1ccc(S(=O)(=O)NCc2ccncc2)cc1
→ 0.2 | 41* | 1 | 0.0
- COc1ccccc1CCc1nnc(CCC(=O)NC2Cc3ccccc3C2)o1
→ 0.4 | 5 | -4 | 0.1
- Cc1c(C=O)n(C)n(-c2ccccc2)c1=O
→ -0.2 | 6 | 5 | -0.1
- Cc1cccc(N(CC(=O)NCc2ccncc2)S(=O)(=O)c2ccccc2)c1C
→ 0.2 | 2 | -23 | 0.0
- CCCCN(CCCC)Cc1c(C)[nH]c2c(C)c(C)ccc2c1=O
→ 1.9 | 2 | 3 | 0.1
- O=C(CCCOc1ccc(Cl)cc1)Nc1ccccc1
→ 1.1 | -1 | 6 | 0.3
- CSC1=NC(C)(C)C(C)c2ccc3ccccc3c21 (configuration not stated)
→ 0.0 | 1 | 3 | -0.1
- O=C(CSc1nnc(NC2CCCCC2)s1)Nc1ncc(Cl)cc1Cl
→ -0.5 | 3 | -3 | 0.0
- O=C(CN1CCC(O)(c2ccccn2)CC1)Nc1ccc2c(c1)OCCO2
→ -0.5 | -5 | -1 | 0.6
- COc1cc(-c2nnc3sc(-c4ccncc4)nn23)cc(OC)c1OC
→ 2.0 | 0 | 12 | 0.0
- CCOc1ccc2nc(SCc3ccc(OC)c(C(=O)N4CCOCC4)c3)sc2c1
→ -0.8 | -10 | 2 | -0.1
- O=C1CC(NNc2ccccc2)C(=O)N1c1ccc2c(c1)OCO2 (configuration not stated)
→ -1.0 | 13 | 19 | 0.4
- O=C(O)c1cccc(NC(=O)c2cc3ccccc3o2)c1
→ 2.5 | 39* | 1 | -0.1
- Cc1ccc(C(=O)OCC(=O)N2CC3(C)CC2CC(C)(C)C3)cc1NC(=O)c1ccco1 (configuration not stated)
→ -0.2 | 6 | 6 | -0.1
- CC1(C)CC(N2CCCC2)=CC(=[N+]2CCCCCC2)C1
→ -1.0 | 66* | 17 | 0.2
- Fc1ccccc1C1N(Cc2ccccc2)CCN1Cc1ccccc1
→ 0.8 | 2 | 0 | 0.1
- CC1CN(C(=O)/C=C/c2ccc(SC(F)F)cc2)CC(C)O1 (configuration not stated)
→ -1.6 | -6 | 5 | 0.5
- CCN1CCN(CC(=O)Nc2cccc(C)c2C)C(=O)C1=O
→ -0.9 | 8 | 14 | 0.3
- CCOc1ccc(NC(=O)CSc2nc3c(c(=O)n2C)SCC3)cc1
→ 0.0 | 6 | -3 | -0.1
- COc1cccc(C2C(C#N)=C(N)Oc3cc(C)n(Cc4ccccn4)c(=O)c32)c1OC (configuration not stated)
→ -0.3 | -1 | 3 | -0.1
- CCc1nn(CC(=O)NCCc2cnc[nH]2)c(=O)c2cc3ccsc3n12
→ -1.5 | 15 | 21 | 0.2
- Oc1ccc(N2CCN(Cn3cnc4ccccc43)CC2)cc1
→ -0.9 | 4 | -4 | -0.1
- Cc1ccc(N2C(=O)CC(N3CCN(C)CC3)C2=O)cc1 (configuration not stated)
→ -0.8 | 2 | 2 | -0.1

Next part.
Values in the order: GPR151 ag | TEAD-YAP inh | MITF inh | FBW7 activator
- O=C(CN1CCC(NC(=O)C23CC4CC(CC(C4)C2)C3)CC1)NCc1ccco1
→ -0.2 | -4 | -4 | -0.1
- Cc1ccc(C(=O)N/C(=C\c2ccccc2Cl)C(=O)N2CC3CC(C2)c2cccc(=O)n2C3)cc1 (configuration not stated)
→ -0.7 | -17 | 9 | 0.0
- Cc1ccc(C2=N/C(=C\c3ccc4c(c3)OCO4)C(=O)O2)cc1
→ -0.1 | 1 | -5 | 0.0
- COC(=O)c1sc(-c2ccccc2)cc1NC(=O)CCSc1ccccc1
→ 0.9 | -4 | -2 | 0.0
- Cc1nnc2nc(-c3ccc(NC(=O)CCn4cncn4)cc3)cn2c1C
→ -0.2 | -39 | 7 | 0.1
- CC(C)=CCC/C(C)=C/CO/N=C1\C[C@@H](O)[C@@H](O)[C@@H]2[C@@H]3C(=O)N(C4CCCCC4)C(=O)[C@@H]3CC[C@H]12
→ 0.8 | nt | 3 | 0.1
- C=CCOC(=O)C1=C(C)NC(=O)NC1c1c(Cl)cccc1Cl (configuration not stated)
→ -0.5 | 1 | -10 | 0.1
- COC(=O)Cn1nc(C)n2c(cc3ccccc32)c1=O
→ 0.2 | 1 | 1 | 0.0
- Cc1ccc(NC(=O)CCC(=O)N/N=C/c2ccccc2F)cc1
→ -0.4 | 8 | 18 | 0.2
- N=c1sccn1CC(=O)NC(=O)NCc1ccccc1
→ -1.1 | -10 | -8 | 0.1
- COCCC(=O)NC(C)c1nnc2n1CCN(Cc1cccc(OC)c1O)CC2 (configuration not stated)
→ 0.7 | 4 | -2 | 0.1
- O=C(CSc1nc2ccccc2[nH]1)NCCCn1ccnc1
→ -3.0 | -4 | 22 | 0.2
- Cc1c(Br)c([N+](=O)[O-])nn1CC(=O)Nc1sc2c(c1C#N)CCCC2
→ 0.3 | -1 | -15 | 0.1
- NS(=O)(=O)c1cc(Cl)ccc1[N+](=O)[O-]
→ -0.8 | 6 | -5 | 0.1
- CCC(CC)C(=O)NCc1ccc2[nH]c(C)cc2c1
→ -0.9 | -5 | -9 | 0.0
- COC(=O)C1=C(NC(=O)c2ccc(OC)cc2OC)CCS1
→ 2.1 | 5 | 9 | 0.1
- CC1(C)CC(OC(=O)c2ccncc2)CC(C)(C)N1O
→ 2.5 | -2 | 10 | -0.4
- CCNS(=O)(=O)c1ccc(NC(=O)c2cc(Cl)ccc2OC)cc1
→ 0.2 | 3 | -2 | 0.1
- COCCNC(=O)c1ccc(-c2cc(C)cs2)nc1NCC1CC1
→ 0.7 | -3 | 16 | 0.6
- COCCn1c(Cc2cccn2C)nnc1SCC(=O)N1CCc2ccccc21
→ -0.1 | -1 | 5 | -0.3
- COc1ccc(N2CCN(c3ncnc4sc(C(=O)Nc5cc(C)ccc5OC)c(C)c34)CC2)cc1
→ 2.9 | 1 | -7 | -0.1
- CC(C)n1c(N2CCN(C(=O)N3CCCCC3)CC2)nc2ccccc21
→ 2.1 | -9 | 8 | 0.2
- N#CC1=C(N)Oc2n[nH]c(-c3ccccn3)c2C1c1cccc(F)c1 (configuration not stated)
→ 0.6 | 2 | 18 | -0.8
- COc1ccc(-n2c(C)c3c(C)nnc(C)c3c2C)c(OC)c1
→ 1.7 | 8 | 2 | -0.1
- Fc1ccc(C2=NN(c3ccccc3)C(c3cn(-c4ccccc4)nc3-c3cccnc3)C2)cc1 (configuration not stated)
→ 1.6 | 10 | 0 | -0.2
- CCc1cc2c(=O)n(C(C)C(=O)OC3CCCCC3)cnc2s1 (configuration not stated)
→ -0.9 | -37 | -13 | -0.1
- c1ccc(Cc2nnc3n2CCCCC3)cc1
→ 0.8 | 4 | 2 | 0.1
- CCOc1ccc(-c2nc3s/c(=C\c4ccc(C)o4)c(=O)n3n2)cc1
→ -0.3 | -6 | 6 | 0.0
- CCCCCOc1ccc(/C=C2\C(=O)ON=C2c2ccc(C)cc2)cc1
→ -1.7 | 5 | 32 | 0.2

Some of the entries above in a different format:
> Cc1ccc(N2C(=O)CC(N3CCN(C)CC3)C2=O)cc1 (configuration not stated)
- GPR151 ag: -0.8
- TEAD-YAP inh: 2
- MITF inh: 2
- FBW7 activator: -0.1
> Cc1c(Br)c([N+](=O)[O-])nn1CC(=O)Nc1sc2c(c1C#N)CCCC2
- GPR151 ag: 0.3
- TEAD-YAP inh: -1
- MITF inh: -15
- FBW7 activator: 0.1

Single entries from the results shown:
Reading for N#CC1=C(N)Oc2n[nH]c(-c3ccccn3)c2C1c1cccc(F)c1 (configuration not stated) under TEAD-YAP inh: 2
Reading for COCCNC(=O)c1ccc(-c2cc(C)cs2)nc1NCC1CC1 under GPR151 ag: 0.7
Reading for COc1ccc(-n2c(C)c3c(C)nnc(C)c3c2C)c(OC)c1 under GPR151 ag: 1.7
Reading for CCNS(=O)(=O)c1ccc(NC(=O)c2cc(Cl)ccc2OC)cc1 under FBW7 activator: 0.1
Reading for CCc1cc2c(=O)n(C(C)C(=O)OC3CCCCC3)cnc2s1 (configuration not stated) under GPR151 ag: -0.9

Given with tabs: entries from further up.
SMILES	GPR151 ag	TEAD-YAP inh	MITF inh	FBW7 activator
Cc1onc(-c2ccccc2Cl)c1C(=O)N1CCC(Cc2ccccc2)CC1	3.1	12	8	0.0
CC(C)CCN1CCN(Cc2ccc(C#CC(C)(C)O)s2)CC1CCO (configuration not stated)	1.0	8	-5	0.3
CC(=O)c1cccc(-c2nccc(NCCOc3ccccc3)n2)c1	-0.6	-23	8	0.1
COc1cc(OC)cc(C(=O)NCc2cccnc2)c1	0.2	-6	-6	-0.2
Cc1noc(C)c1NC(=O)Nc1cccc(S(N)(=O)=O)c1	1.0	9	9	0.1

Source: PubChem BioAssay (The Scripps Research Institute Molecular Screening Center)
